PRMT1 FP inh: PRMT1 methyltransferase inhibitors, primary screen, biochemical, fluorescence polarization | Protein arginine N-methyltransferase 1 (Homo sapiens), Q99873 | recombinant PRMT1, activity-based probe fluorescence polarization | inhibition, % at 2.79 µM | actives 1.3% (n = 370,000) | AID 652257, 2013;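 active = inhibition above about 21% made by adding two undisclosed values, limit read from the data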
TDP2 absorb: human TDP2 enzyme inhibitors, primary screen, biochemical, epi absorbance, recombinant enzyme; Tyrosyl-DNA phosphodiesterase 2 (Homo sapiens), O95551; T5PNP hydrolysis, p-nitrophenol absorbance 415 nm; inhibition, % at 12.8 µM; actives 0.34% (n = 370,000); AID 720702, 2013;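 active = inhibition above the mean of all tested compounds plus 3 SD, set per campaign, cut at about 25% in these data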;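 note: 0% = DMSO with enzyme and 100% = buffer with substrate but no TDP2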
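Assay system: recombinant human TDP2 / Reagent: T5PNP substrate at 5 mM, a TopII-DNA adduct mimic / Measured by: epi absorbance from released p-nitrophenol / Evaluation: % inhibition relative to enzyme-containing and enzyme-free wells / Control set: enzyme-free and DMSO wells / Replicates: each compound tested once, singlicate / Schedule: enzyme reaction with compound for 2 h at 37 °C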
PG9 Ab binder: binders of HIV-1 gp120 antibody PG9, primary screen, biochemical, TR-FRET; AID 624416, 2012; actives 0.43% (n = 360,000); TR-FRET gp120-PG9 antibody binding; HIV-1 gp120 / PG9 antibody interaction; inhibition, % at 6.7 µM; in the data active = inhibition above about 8.5%
UHRF1 MBD2 ctr: UHRF1 methylated DNA binding inhibitors, primary screen, counter-screen for MBD2 inhibitor project, biochemical, TR-FRET, human UHRF1, single concentration; E3 ubiquitin-protein ligase UHRF1 (Homo sapiens), Q96T88; inhibition, % at 4.4 µM; actives 0.75% (n = 370,000); UHRF1 binding to methylated oligo; in the data active = inhibition above about 21%;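 note: UHRF1 SRA domain binding a hemimethylated CpG hairpin DNA probe; 0% = median of test compound wells and 100% = reference inhibitor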
TCR CD3 inh: inhibitors of human TCR-CD3 interaction, primary screen, biochemical, fluorescence, TAMRA-labeled TCR probe; inhibition, % at 9.4 µM; AID 651800, 2012; actives 0.37% (n = 360,000); T-cell receptor (TCR); in the data active = inhibition above about 19%;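 note: recombinant mutant TCR 2C K166C tagged with TAMRA read by polarization; 0% = receptor in buffer alone and 100% = receptor with positive control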
SIAE inh: human SIAE inhibitors, primary screen, biochemical, fluorescence polarization, FP-Rh probe, 1536-well HTS; inhibition, % at 9.66 µM; AID 1053197, 2014; actives 0.69% (n = 370,000); SIAE FP-Rh probe binding;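 active = inhibition above a cutoff: mean of compounds within the control limits plus 3 SD of those, cut at about 17% in these data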;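 note: 0% = plate median of compound wells and 100% = probe without SIAE protein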
Target sequence (Q9HAT2 whole entry, looked up): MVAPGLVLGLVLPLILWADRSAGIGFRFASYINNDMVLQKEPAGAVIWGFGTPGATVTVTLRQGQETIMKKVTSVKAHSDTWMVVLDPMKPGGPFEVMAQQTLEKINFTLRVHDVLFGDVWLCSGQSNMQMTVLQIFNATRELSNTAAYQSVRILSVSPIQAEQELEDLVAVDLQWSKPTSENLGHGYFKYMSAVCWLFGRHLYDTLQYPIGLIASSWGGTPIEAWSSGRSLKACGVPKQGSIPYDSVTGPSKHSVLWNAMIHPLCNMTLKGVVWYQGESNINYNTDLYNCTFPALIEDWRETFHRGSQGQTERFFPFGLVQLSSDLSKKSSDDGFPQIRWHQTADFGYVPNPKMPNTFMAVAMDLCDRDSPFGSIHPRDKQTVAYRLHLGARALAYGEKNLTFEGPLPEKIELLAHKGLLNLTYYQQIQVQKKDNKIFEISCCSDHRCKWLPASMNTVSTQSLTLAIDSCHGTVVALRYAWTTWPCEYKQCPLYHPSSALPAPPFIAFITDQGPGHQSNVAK
HTRA1 inhibitor: HTRA1 serine protease inhibitors, primary screen, biochemical, fluorescence polarization, HTS | Q92743 | recombinant HTRA1, FP-rhodamine activity-based probe | inhibition, % at 5.96 µM | actives 0.5% (n = 340,000); in the data active = inhibition above about 36%;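 note: 0% = enzyme with DMSO and 100% = wells lacking enzyme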
ABHD4 inh: ABHD4 inhibitors, primary screen, biochemical, fluorescence polarization, mouse; (Lyso)-N-acylphosphatidylethanolamine lipase (Mus musculus), Q8VD66; purified mABHD4, FP-Rh probe fluorescence polarization; actives 0.54% (n = 370,000); AID 720543, 2013; inhibition, % at 8.92 µM;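 active = inhibition exceeding the mean over every tested compound plus 3 SD, cut at about 30% in these data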;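 note: 0% = plate median of compound wells and 100% = S159A mutant with DMSO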
Target sequence (Q8VD66 whole entry, looked up): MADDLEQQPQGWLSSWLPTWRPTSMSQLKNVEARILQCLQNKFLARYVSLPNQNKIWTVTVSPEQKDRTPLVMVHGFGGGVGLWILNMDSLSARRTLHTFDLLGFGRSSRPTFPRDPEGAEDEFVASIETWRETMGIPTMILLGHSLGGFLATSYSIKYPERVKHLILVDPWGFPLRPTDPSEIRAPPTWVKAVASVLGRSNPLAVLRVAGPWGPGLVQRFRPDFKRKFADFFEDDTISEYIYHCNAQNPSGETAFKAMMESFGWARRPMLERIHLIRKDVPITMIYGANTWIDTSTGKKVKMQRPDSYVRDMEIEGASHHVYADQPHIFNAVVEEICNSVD
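Assay system: mABHD4 protein; medium: HEPES pH 7.0, NaCl, Pluronic buffer; dosing: 8.92 µM, single dose; schedule: 45 min + 60 min at 25 °C; signal: FP readout, ex 525 nm / em 598 nm; read-out: normalized percent inhibition of probe labeling; repeats: single replicate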
LEDGF integ inh: blockers of LEDGF/p75-dependent integrase strand transfer – biochemical, TR-FRET, high throughput, primary screen; HIV-1 integrase (with human LEDGF/p75); TR-FRET IN-LEDGF/p75 DNA integration, Eu/Cy5; inhibition, % at 3.7 µM; actives 0.64% (n = 370,000); AID 743269, 2014;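 active = inhibition above the screen-wide mean plus 3 SD, cut at about 13% in these data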;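 note: signal is the Cy5 over europium emission ratio at 671 and 618 nm; 0% = plate median of compound wells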
DDE Tn7 FP inh: inhibitors of Tn7 peptide binding to fibrin DD(E), primary screen, biochemical, fluorescence polarization, human fibrin, Tn7 probe. inhibition, % at 8.3 µM. Fibrinogen beta chain (Homo sapiens), P02675. FP displacement of FITC-Tn7 peptide from fibrin DD(E); 0% = median of compound wells per plate. actives 0.13% (n = 370,000). AID 720508, 2013;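 active = inhibition above the mean of compounds falling within the control limits plus 3 SD of them, cut at about 14% in these data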;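 note: 0% = plate median of compound wells and 100% = 10 µM Aha-Tn7 peptide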
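Assay system: human fibrin DD(E) protein / Input: 2 µM fibrin DD(E) / Benchmarks: high control of 10 µM Aha-Tn7 peptide / Measured by: fluorescence polarization of the labelled Tn7 tracer / Medium: Tris buffer with calcium and detergent, pH 7.8 / Timing: 10 min compound pre-incubation, 3 h probe incubation at room temperature / Repeats: one replicate per compound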
* marks the source's active call; other numbers are inactive results; x = not tested or not shown.

Below each SMILES: PRMT1 FP inh	TDP2 absorb	PG9 Ab binder	UHRF1 MBD2 ctr	TCR CD3 inh	SIAE inh	HTRA1 inhibitor	ABHD4 inh	LEDGF integ inh	DDE Tn7 FP inh
- N#Cc1nc(-c2ccc(F)cc2)oc1N1CCCCC1
  0	2	1.6	3	0	4	-14	5	-1	0
- COC(=O)COc1ccc(Oc2nc(SC)nc(N(C)C)n2)nn1
  6	-12	-2.0	4	-3	-4	5	-17	-2	2
- CCCC1(C(=O)O)NC(c2ccccc2O)C2C(=O)N(c3cccc(Cl)c3)C(=O)C21 (centres undefined)
  2	5	-1.5	-2	4	1	-4	6	-6	7
- CCOC(=O)c1c(NC(=O)C2CCCN2S(=O)(=O)c2cccc3nsnc23)sc(C)c1C (centres undefined)
  11	-15	0.0	10	-8	2	-1	-2	-2	-1
- CCNc1nc(N)nc(Oc2ccc(OCC)nn2)n1
  -1	-7	-1.2	-2	1	-4	-1	-5	4	5
- CC(=O)c1cccc(NC(=O)N2CCCC2C(=O)NC2CCCC2)c1 (centres undefined)
  -2	11	-0.3	-3	-2	-3	0	2	0	1
- COc1ccc(NC(=O)CSc2nnc(-c3cccnc3)n2C)cc1
  -4	2	0.1	-1	1	2	8	6	7	-1
- CC1(C)CC(=O)C(C=NCCN2CCN(C(=O)c3ccccc3)CC2)=C(O)C1
  -2	-4	-3.4	-2	2	4	3	1	-4	4
- CCCCN1C(=O)C(O)(CC(=O)c2c(C)n[nH]c2C)c2cc(Br)ccc21 (centres undefined)
  -1	-5	-0.4	-3	-1	1	2	-4	1	9
- Cn1cncc1COC(=O)c1ccc(Cl)cc1
  8	-6	-1.6	0	-2	4	1	-3	1	-3
- CN(CCOCCOc1ccc(Cl)cc1Br)Cc1ccccc1
  -4	-3	-1.4	-3	1	2	3	4	0	1
- COc1cc(C#N)ccc1OCC(=O)NCc1cccs1
  -6	6	-1.1	-1	-1	8	2	0	-1	-5
- Cc1cc(C(=O)N/N=C/c2c[nH]c3ccccc23)c(C)o1
  -2	0	-1.4	-4	7	8	-6	3	-1	1
- CNc1cncc(-c2cccnc2)n1
  1	-14	-0.9	-2	1	-2	x	-1	1	-7
- Cc1ccc(N2CCN(C(=O)C(=O)c3ccc4c(c3)OCO4)CC2)cc1
  0	11	-0.8	-3	-1	2	x	12	2	8
- CCCc1nnc(NC(=O)CCC(=O)NC2CCCC2)s1
  0	10	-3.8	23*	3	6	8	1	0	-1
- C=CCSc1nnnn1-c1ccc(OC)cc1
  0	-12	2.8	7	-8	-4	-4	-5	0	-4
- CC(C)(C)NC(=O)C1N(c2cccnc2)C(=O)C2C(C(=O)Nc3ccccc3)C3(C)C=CC21O3 (centres undefined)
  4	17	-1.8	-1	13	2	14	2	1	-4
- C=CCN1C(=O)[C@H](CC(=O)N2CCC(c3ccccc3)CC2)[C@@]2(C(=O)OCC)CCCC=C12
  -5	-8	x	3	x	-2	x	-4	5	-7
- CCOc1ccccc1NC(=O)COC(=O)C(Cc1ccccc1)NC(=O)c1ccco1 (centres undefined)
  1	-8	-0.8	0	1	-12	-3	-2	1	0
- COc1ccc(/C=C/C(=O)NC(=S)Nc2ccc(S(=O)(=O)Nc3ccc(OC)nn3)cc2)cc1
  0	10	-0.5	0	2	-9	-21	10	-2	-4
- Cc1ccccc1N1CCN(C(=S)c2ccc(-c3ccc([N+](=O)[O-])cc3)o2)CC1
  6	-11	-1.3	1	1	3	-7	6	-3	-3
- Cc1c(C(=O)N2CCN(c3ccccc3)CC2)sc2ncnc(N3CCN(c4ccccn4)CC3)c12
  0	-2	0.6	1	-2	-2	5	6	-2	4
- COC(=O)[C@]12CCCCC=C1N(Cc1ccc(OC)cc1)C(=O)[C@@H]2CC(=O)NCC12CC3CC(CC(C3)C1)C2
  -1	-9	x	-1	x	-3	x	-3	8	-9
- O=S(=O)(Nc1ccon1)c1ccc(Br)s1
  6	10	-0.3	0	-3	-4	2	2	0	-1
- Cc1ccc(S(=O)(=O)C2(C(=O)N3CCN(c4cc(C)ccc4C)CC3)CC2)cc1
  0	-3	-0.8	3	3	0	-14	5	-2	4
- COC(=O)[C@@H](NCc1cccc(CN[C@H](C(=O)OC)c2ccccc2)c1)c1ccccc1
  -1	0	0.1	-1	-4	3	-6	-1	4	1
- COc1ccc(NS(=O)(=O)c2cc(NC(=O)c3ccc(=O)[nH]c3)ccc2N2CCOCC2)cc1
  0	-11	-2.0	0	0	-4	-4	-4	4	-6
- CCOC(=O)C1C(C(=O)OC)=C(c2ccc(OC)cc2)c2ccccc2N1S(=O)(=O)C(F)(F)F (centres undefined)
  -4	12	0.9	-2	3	-2	-5	-5	1	12
- C/C(=N\N=C1\NC(=O)C(CC(=O)Nc2ccc(Cl)cc2)S1)c1ccco1 (centres undefined)
  5	-12	1.1	-2	3	2	-5	-16	-2	0

Continued (six carried over from the part before).
SMILES	PRMT1 FP inh	TDP2 absorb	PG9 Ab binder	UHRF1 MBD2 ctr	TCR CD3 inh	SIAE inh	HTRA1 inhibitor	ABHD4 inh	LEDGF integ inh	DDE Tn7 FP inh
O=S(=O)(Nc1ccon1)c1ccc(Br)s1	6	10	-0.3	0	-3	-4	2	2	0	-1
Cc1ccc(S(=O)(=O)C2(C(=O)N3CCN(c4cc(C)ccc4C)CC3)CC2)cc1	0	-3	-0.8	3	3	0	-14	5	-2	4
COC(=O)[C@@H](NCc1cccc(CN[C@H](C(=O)OC)c2ccccc2)c1)c1ccccc1	-1	0	0.1	-1	-4	3	-6	-1	4	1
COc1ccc(NS(=O)(=O)c2cc(NC(=O)c3ccc(=O)[nH]c3)ccc2N2CCOCC2)cc1	0	-11	-2.0	0	0	-4	-4	-4	4	-6
CCOC(=O)C1C(C(=O)OC)=C(c2ccc(OC)cc2)c2ccccc2N1S(=O)(=O)C(F)(F)F (centres undefined)	-4	12	0.9	-2	3	-2	-5	-5	1	12
C/C(=N\N=C1\NC(=O)C(CC(=O)Nc2ccc(Cl)cc2)S1)c1ccco1 (centres undefined)	5	-12	1.1	-2	3	2	-5	-16	-2	0
CCOC(=O)CSc1nc2cc(S(=O)(=O)N3CCOCC3)ccc2n1CC	2	11	0.6	0	-5	6	-1	-1	3	3
CCCCN(C)CCNC(=O)CN1C(=O)CSc2ccc(S(=O)(=O)N3CCOCC3)cc21	-2	-8	-0.7	3	-2	5	2	4	2	-6
O=C(NC1CCCC1)C(c1ccncc1)N(C(=O)c1csnn1)c1cccc(F)c1 (centres undefined)	10	-5	1.8	7	-9	2	5	-6	3	1
N[C@@H](Cc1ccccc1)c1nnc(SCc2ccccc2F)o1	7	11	0.9	0	13	4	0	2	0	4
COc1ccc(CSCC(=O)N/N=C/c2ccc(OCC(=O)N3CCCCC3)cc2)cc1	2	11	-0.5	0	0	8	3	3	-1	6
COc1ccc(-n2c(CN3CCN(C)CC3)nc3ccc([N+](=O)[O-])cc3c2=O)c(OC)c1	5	-16	-1.1	1	-3	-4	3	-1	-2	0
CCOc1ccc(S(=O)(=O)N2CCC(C(=O)NCc3ccccn3)CC2)cc1Cl	-1	1	-0.4	-1	8	-3	-5	6	1	2
NC(=O)CSc1nnc(-c2ccc([N+](=O)[O-])cc2)o1	-2	-5	-0.7	-5	0	8	6	0	0	5
O=C(Nc1ccncc1)Nc1ccncc1	-1	-3	1.2	-1	5	2	9	7	2	2
O=C(O)c1ccccc1OCc1ccccc1Br	-1	9	0.3	-2	1	-1	2	4	-2	7
O=C(NCc1nc(-c2ccccc2)no1)c1ccc(Br)o1	2	-5	0.9	4	-5	-1	-5	-3	-3	7
O=C(Nc1cc(S(=O)(=O)N2CCOCC2)ccc1Cl)c1cc2ccccc2o1	-2	2	0.4	-1	2	-3	-17	4	0	-6
COC(=O)c1ccc([C@H](NC(=O)c2ccco2)[C@]2(C)C[C@H]2C2CCCCC2)cc1	-1	-5	-1.8	-2	-5	-10	-101	-18	1	-2
O=C(NCc1ccccc1)[C@H]1CCCN1C(=O)[C@H]1CCCN1C(=O)c1ccccc1C(F)(F)F	-2	-8	-0.1	0	4	6	x	2	0	0
O=[N+]([O-])c1cc(C(F)(F)F)ccc1NC1CCN(Cc2ccccc2)C1 (centres undefined)	-3	7	-0.7	-3	0	8	-5	-2	1	1
c1csc(C2=NNC(=NC3CCCCC3)SC2)c1	1	6	-2.6	-3	5	1	x	4	0	-4
NC1=NC(c2cccc(Cl)c2)N(CCc2ccc(F)cc2)C(N)=N1 (centres undefined)	-6	11	-0.5	0	6	-3	-2	3	-1	8
Cc1cc(C)cc(OCC(O)CN2CCN(Cc3ccc4c(c3)OCO4)CC2)c1 (centres undefined)	0	-1	-2.7	-2	6	-4	6	1	3	-2
[N-]=[N+]=CC(=O)CCCN1C(=O)c2ccccc2C1=O	0	3	-2.1	2	-13	7	-3	-2	4	0
